FadD28 FP inh: M. tuberculosis FadD28 bisubstrate binding inhibition | FadD28 bisubstrate probe binding, fluorescence polarization | inhibition, % at 12.5 µM | 360,000 compounds, 0.22% hits; in the data active = inhibition above about 8.5%, passing the limit was not always enough; inconclusive = no clear call, values can overlap the other calls
MazEF act: MazEF (E. coli) toxin RNase activation. P0AE70. FAM/BHQ RNA-DNA oligo cleavage fluorescence, 5 h. activation, % at 20 µM. 350,000 compounds, 0.32% hits; in the data active = activation above about 50%
Target sequence (P0AE70 whole entry, looked up): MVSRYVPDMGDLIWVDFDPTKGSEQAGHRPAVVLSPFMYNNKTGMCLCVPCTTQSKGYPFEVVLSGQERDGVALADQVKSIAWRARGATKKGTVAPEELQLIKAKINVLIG
Rv3671c inh: inhibitors of M. tuberculosis serine protease Rv3671c; P9WHR9; inhibition, % at 5.96 µM; 320,000 compounds, 0.048% hits; in the data active = inhibition above about 38%;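 also: extracellular domain of Rv3671c used as enzyme; 0% = enzyme with DMSO and 100% = no enzyme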
Target sequence (P9WHR9 whole entry, looked up, the tested form may be a part): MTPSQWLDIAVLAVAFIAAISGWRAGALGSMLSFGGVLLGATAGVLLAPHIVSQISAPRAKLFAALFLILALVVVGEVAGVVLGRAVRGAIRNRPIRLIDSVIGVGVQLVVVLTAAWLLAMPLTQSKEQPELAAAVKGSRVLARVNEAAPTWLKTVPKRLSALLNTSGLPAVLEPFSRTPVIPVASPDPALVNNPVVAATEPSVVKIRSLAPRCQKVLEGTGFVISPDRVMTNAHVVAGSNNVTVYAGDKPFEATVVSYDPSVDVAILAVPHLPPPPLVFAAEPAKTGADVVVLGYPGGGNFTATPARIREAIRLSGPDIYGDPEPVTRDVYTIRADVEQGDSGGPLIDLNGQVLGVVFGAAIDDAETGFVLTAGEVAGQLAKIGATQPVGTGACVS
Mtb FBA inh: Mtb fructose-bisphosphate aldolase inhibition; P9WQA3; purified M. tuberculosis FBA, fluorescence read-out; inhibition, % at 1 µM; 360,000 compounds, 2.3% hits; AID 588726; in the data active = inhibition above about 27%;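 also: 0% = vehicle and 100% = reference inhibitor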
GDH-TPI inh: GDH-TPI coupled enzyme inhibition counter-screen. GDH-TPI coupled enzyme counterscreen, NADH absorbance. inhibition, % at 4.8 µM. 360,000 compounds, 1.2% hits. AID 588335; in the data active = inhibition above about 30%;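 also: 0% = DMSO wells and 100% = wells lacking the enzyme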
BoNT-F LC inh: blocks Botulinum neurotoxin F light chain protease; Multiplex microsphere protease cleavage assay, flow cytometry; inhibition, % at 10 µM; 360,000 compounds, 0.22% hits; in the data active = inhibition above about 35%, passing the limit was not always enough; inconclusive = no clear call, values can overlap the other calls; also: plate controls were buffer without enzyme for full effect and enzyme alone for no effect
PrPC TRFRET: reduces human prion protein on the cell surface | P04156 | cell surface PrPC, TR-FRET read-out | inhibition, % at 13.8 µM | 370,000 compounds, 0.43% hits | AID 720596; in the data active = inhibition above about 24%; also: 0% = median of the test wells and 100% = reference compound wells
Mtb UGM inh: blocks M. tuberculosis UGM enzyme | purified UGM, fluorescence polarization probe displacement | inhibition, % at 10 µM | 320,000 compounds, 0.06% hits | AID 504406; in the data active = inhibition above about 10%, passing the limit was not always enough; inconclusive = no clear call, values can overlap the other calls
Target sequence (P9WIQ1 whole entry, looked up): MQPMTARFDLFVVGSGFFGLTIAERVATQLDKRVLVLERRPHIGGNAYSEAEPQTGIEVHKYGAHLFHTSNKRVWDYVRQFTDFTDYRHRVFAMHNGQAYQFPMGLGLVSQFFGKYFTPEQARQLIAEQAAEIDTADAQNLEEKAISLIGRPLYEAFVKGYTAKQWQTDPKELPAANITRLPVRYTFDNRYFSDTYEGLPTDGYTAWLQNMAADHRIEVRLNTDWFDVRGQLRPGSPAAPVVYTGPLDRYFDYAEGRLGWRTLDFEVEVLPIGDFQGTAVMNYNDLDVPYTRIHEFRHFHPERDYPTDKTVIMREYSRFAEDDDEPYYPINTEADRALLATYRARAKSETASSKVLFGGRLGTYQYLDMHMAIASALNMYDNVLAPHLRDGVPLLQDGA
Mtb BioA inh: inhibitors of Mycobacterium tuberculosis BioA enzyme; purified M. tuberculosis BioA enzyme, plate reader; inhibition, % at 9.99 µM; 360,000 compounds, 0.096% hits; AID 602481; in the data active = inhibition above about 40%; inconclusive = no clear call, values can overlap the other calls
An asterisk follows results filed as active; u = inconclusive; x = not tested or not shown; & = joins results of further samples.

SMILES	FadD28 FP inh	MazEF act	Rv3671c inh	Mtb FBA inh	GDH-TPI inh	BoNT-F LC inh	PrPC TRFRET	Mtb UGM inh	Mtb BioA inh
COc1cccc(-c2nn(-c3ccccc3)cc2CN(C)C(C)c2ccncn2)c1 (stereo unspecified)	-4.2	3	1	-1	4	-5	-7	-1.8	1.0
Cc1c(C(=O)N2CCOCC2)sc(NC(=O)c2ccccc2F)c1C#N	0.5	17	11	-2	17	-10	0	-1.0	-0.7
COc1ccc(NC(=O)CCNC(=O)c2ccco2)cc1OC	0.5	-2	-3	0	-5	-4	4	1.0	x
CC1(C)Cc2c(sc3nc(-c4ccccc4)oc(=O)c23)CO1	-2.3	-7	-8	1	8	-2	7	-2.6	x
COc1cccc(-c2cnc(C(O)c3cccc(F)c3)[nH]2)c1 (stereo unspecified)	-1.2	x	x	-3	3	-6	-3	x	1.5
Cc1ccc(C(C)C)c(OCC(O)CN2CCc3ccccc3C2)c1 (stereo unspecified)	-3.7	-22	0	5	7	-22	6	0.6	-0.9
COC(=O)c1ccccc1NC(=O)COc1ccc(S(=O)(=O)N2CCCC2)cc1C	0.6	15	10	-2	0	-4	0	1.7	-1.2
CCN(CC)c1ccc(C(=O)c2cnc(/N=C/N(C)C)s2)cc1	-2.0	1	0	-1	4	-5	-12	0.1	2.2
O=C(CN1C(=O)NC2(CCCCCCC2)C1=O)N1CCN(C(=O)c2ccco2)CC1	-2.0	-7	-3	42*	0	5	1	2.6	-1.2
CC(C)CNc1ncnc2c1ncn2[C@H]1CN(Cc2ccncc2)C[C@@H](CO)O1	-0.5	x	x	2	10	-8	1	x	-1.7
CCC(=O)N(CCC(Cc1ccccc1)c1ccc2c(c1)OCO2)Cc1ccccc1F (stereo unspecified)	-0.1	-4	-2	4	2	-6	9	1.8	-3.4
O=C(Nc1nncs1)c1ccccc1NS(=O)(=O)c1cccs1	-0.5	-9	-5	75*	16	1	1	-0.4	9.2
O=C(O)Cc1sc(-c2ccccc2Cl)nc1-c1ccccc1	-3.2	-5	-3	1	-6	0	19	-0.4	-1.1
COC(=O)C1=C(NC(=O)C2CCCCC2)CCS1	-1.8	8	x	2	17	1	-3	x	x
COC(=O)CSc1ncc(C#N)c(N)n1	-2.4	0	7	1	11	-7	-4	1.2	-1.1
C[C@@H]1C(NC(=O)c2ccccc2)CC2CC1C2(C)C (stereo partly specified)	-2.7	-6	-14	-1	-3	2	-8	-3.8	0.7
Cc1ccc(S(=O)(=O)N(CC(=O)Nc2cccc(C)c2C)C(=O)N2CCN(C)CC2)cc1	-2.9	5	x	-4	0	7	0	x	-1.4
COc1ccc(C(=O)N2CCN(Cc3ccc(OC)c(OC)c3)CC2)cc1	-4.4	9	1	-2	11	44*	0	-3.8	-0.8
COc1ccc(C(CNC(=O)CN(C)S(=O)(=O)c2ccc(C)cc2)N2CCCC2)cc1 (stereo unspecified)	1.5	3	-2	-3	5	-14	1	4.0	-1.4
CCN1CCc2c(OCC(=O)Nc3ccccc3)cccc2C1=O	-0.3	-4	4	1	4	-8	-1	4.0	3.0
Cc1ccc(OCCn2c(C)c(/C=N/n3cnnc3)c3ccccc32)cc1	-2.3	49	0	2	31*	u	1	-1.6	1.5
Cc1nc2c(C)cccc2c2c1COC2	-1.4	4	-3	3	8	u	-4	-0.1	x
COCCN(C(=O)Nc1ccc(OC)cc1OC)C1CCN(C(C)=O)CC1	-2.7	0	-8	0	0	0	4	1.3	0.5
CCN1C(=O)C(=O)N(CC(=O)Nc2cc(C)ccc2C)C1=O	0.0	2	4	1	4	2	11	3.7	-0.7
O=C(NCCCN1CCOCC1)c1csc2c1CCCC2	-3.2	6	1	-1	-2	1	2	1.0	-1.3
O=C(NNC(=O)C1CC1c1ccccc1)c1ccccc1F (stereo unspecified)	-1.4	-1	-11	4	0	3	-1	2.1	x
COc1ccccc1C1C2=C(N=C3SCC(=O)N31)c1ccccc1CC2 (stereo unspecified)	-4.6	13	-3	5	-2	19	2	1.0	1.8
CCCC(c1nnnn1CCOC)N1CCN(c2cccc(OC)c2)CC1 (stereo unspecified)	-1.8	5	x	-1	-3	1	1	x	-1.2
COc1ccc(NC(=O)c2ccc3c(c2)C(=O)N(Cc2cccnc2)C3=O)cc1	-3.8	7	-4	0	-8	0	1	-0.2	-0.1
COc1cccc(NC(=O)CN(C)C(=O)c2ccc(COc3ccccc3)cc2)c1	2.3	-2	-4	-2	-7	-3	0	0.1	x
COc1cc(C(C(=O)NC2CCCC2)N(CCO)C(=O)Cn2nnc(-c3ccc(C)o3)n2)ccc1O (stereo unspecified)	-0.5	-13	4	1	-3	0	14	-1.0	-0.1
O=C(NCc1ccccc1)c1nccnc1CO	0.4	1	-1	1	5	31	4	2.3	0.5
CCn1c(CNc2ccc(Cl)cc2)nnc1SCC#N	-1.6	14	5	-1	-1	-1	7	-1.4	x
Cc1cccc(NC(=O)NCC(c2ccco2)N2CCCCC2)c1 (stereo unspecified)	-3.1	2	9	-1	-3	-3	-3	-1.8	0.5
O=C(NCCCN1CCOCC1)/C(=C/c1cccnc1)NC(=O)c1ccccc1	0.0	-4	-8	3	9	14	-7	1.2	x
O=C(N/N=C/c1ccc2nccnc2c1)c1ccc(Br)cc1	-1.1	12	7	1	5	-8	-6	0.6	-1.2
C=CCn1c(C)nnc1SCC(=O)N1c2ccccc2NC(=O)C1(C)C	-3.2	6	x	0	-1	-9	-5	x	-4.2
COC(=O)N(C)C[C@@H]1OCc2cn(nn2)CCCC(=O)N([C@H](C)CO)C[C@H]1C	-1.0	x	x	1	x	-2	0	x	-0.9&-0.1
COc1ccc(-c2cc(C(F)(F)F)nc(-n3cc(Cl)cn3)n2)cc1	-2.6	-1	7	12	24	1	3	-0.4	x
CCC(C)Sc1nc2c(c(=O)n1C)SC(C)C2 (stereo unspecified)	-3.4	-1	-7	-1	15	2	-4	2.3	1.8
Cc1cccc(N=C2NC(=O)CS2)c1C	0.2	-1	0	2	11	-12	10	-1.2	x
C=CCc1cccc(CNn2cnnc2)c1O	-0.4	5	3	1	2	43*	-5	0.3	-1.6
COc1ccc(C(=O)NCCn2ccc3ccccc32)cc1	-2.6	-2	-2	0	4	11	-2	u	6.2
Cc1ccc(NC(=O)COC(=O)c2nn(C)c(=O)c3ccccc23)cc1F	0.9	-1	-10	5	4	0	1	2.3	6.6
Cn1cc(CNC(=O)c2cc(COc3ccc4c(c3)CCCC4)on2)cn1	-0.8	5	-7	-1	5	-8	8	-3.1	-0.4
Cn1cc(CNC(=O)C2CCCCC2)cn1	-3.5	-8	-2	-3	-16	10	3	-1.1	0.5
CCn1c(CCNC(=O)c2ccc(Cl)c(Cl)c2)nnc1SCCOc1ccc(OC)cc1	0.3	-10	3	2	13	-12	-1	-1.0	x
CCN(CC)c1ncnc2c1ncn2[C@H]1CN(Cc2ccc(OC)cc2)C[C@@H](CO)O1	-3.5	x	x	3	10	-1	-3	x	0.0
CCOc1ccc2nc(Cl)c(CN(C(C)=O)C3CCCCC3)cc2c1	-4.1	-1	-9	1	2	-2	-4	-2.6	x
COc1cccc2cc(C(=O)Nc3cc(Cl)ccc3N3CCOCC3)c(=O)oc12	-1.1	-39	-1	-1	2	-7	x	1.7	-0.1
Cc1ccc(NC(=O)c2nc[nH]c2C(=O)NCCCCCCNC(=O)c2[nH]cnc2C(=O)Nc2ccc(C)cc2)cc1	-3.4	-66	-8	-2	7	0	10	-0.9	0.7
O=C(COc1cccnc1[N+](=O)[O-])Nc1ccccc1Sc1ccccc1	-9.3	5	-3	-1	2	-12	-5	1.4	-0.7
COc1ccc(-c2noc(CN(C)Cc3ccccc3)n2)cc1	-1.5	3	0	0	-1	u	-6	3.5	0.2
O=C(c1ccco1)N1CC2(CC(c3ccc(Cl)cc3)=NO2)CN1Cc1ccc(Br)cc1 (stereo unspecified)	-4.5	-9	x	-3	-13	-2	-8	x	x
Cc1sc2nc(SCC(=O)N(C)Cc3ccccc3)n(-c3ccccc3)c(=O)c2c1C	-5.7	-3	-8	0	2	-3	-3	2.6	0.1
COc1ccc(CCNC(=O)CSc2nc(=O)n3cccc(C)c3n2)cc1OC	0.0	1	-4	5	10	-4	-3	0.1	-1.1
O=C(c1cc(-c2ccc(Cl)s2)nc2ccccc12)N1CCOCC1	-1.6	6	4	94*	2	-1	3	-3.9	x
N#Cc1c(NC(=O)c2ccncc2)sc2c1CCC2	1.2	-7	3	-1	12	-6	x	-0.7	x
Cc1cc(NS(=O)(=O)c2ccc(NC(=O)c3ccc(Br)o3)cc2)nc(C)n1	-1.0	-8	-8	1	0	-7	8	1.5	x
O=C(C1CCC1)N1CCc2cc(S(=O)(=O)NCC3COc4ccccc4O3)ccc21 (stereo unspecified)	-0.9	1	-2	0	-3	-10	0	-2.9	-1.5
Further records follow:
SMILES	FadD28 FP inh	MazEF act	Rv3671c inh	Mtb FBA inh	GDH-TPI inh	BoNT-F LC inh	PrPC TRFRET	Mtb UGM inh	Mtb BioA inh
COc1ncnc2c1sc1nc(-c3ccccc3)c3c(c12)CCCC3	0.0	-4	-6	0	7	1	3	-3.3	x
CCCCc1ccc(NC(=O)c2ccc(N(C)S(C)(=O)=O)cc2)cc1	-1.5	0	3	5	14	-6	10	1.3	-0.6
CC1=C(C(=O)Nc2ccc(Cl)cc2)C(c2cccs2)n2nnnc2N1 (stereo unspecified)	-3.2	5	5	-3	20	-3	5	0.3	1.3
CC1(c2ccccc2)NC(=O)N(CC(=O)N2CCN(S(=O)(=O)c3cccs3)CC2)C1=O (stereo unspecified)	-0.8	5	4	-1	1	8	-6	0.2	-1.0
O=C(O)c1ccc(NS(=O)(=O)c2ccc(N3CCCC3)c([N+](=O)[O-])c2)cc1	-3.8	8	-2	-2	-9	34	-6	-0.9	-1.4
COc1ccc2c(c1OC)C(=O)N1c3ccccc3C(=O)N(c3ccc(F)cc3)C21 (stereo unspecified)	-1.0	5	4	1	7	6	1	0.5	-0.9
CCOC(=O)C1=C(C)NC(=S)N(C=O)C1c1ccccc1 (stereo unspecified)	-1.4	-10	-3	0	4	-4	6	-0.4	x
C/C(Cn1nnc([N+](=O)[O-])n1)=N\NC(=O)c1ccncc1	-1.9	2	4	-2	-5	1	-23	-1.2	x
C/C(=N/N=C/c1ccc(N(C)C)cc1)c1ccccc1	1.4	-9	-4	-2	21	-2	-1	2.6	x
Cc1c(Cl)cccc1NC(=S)N1CCN(C(=O)C2CCCO2)CC1 (stereo unspecified)	-0.6	6	-4	-2	-3	2	-2	-1.2	0.1
Cc1cc(C)c2nc(SCc3ccc([N+](=O)[O-])cc3)nc(C)c2c1	-4.1	0	-8	-2	-13	-2	1	2.7	-0.4
COc1ccc2c(c1)[C@H]1[C@H](CO2)[C@H](c2ccccc2)[C@]2(C)C(=O)Nc3ccccc3C(=O)N12	-3.7	6	-6	0	7	-13	5	-2.0	0.1
COc1ccccc1N1CCN(CCCCOc2cccc3ccccc23)CC1	-2.4	-8	6	-2	-4	-13	2	0.5	0.4
c1ccc(Cc2nnc(-c3ccccc3)o2)cc1	-0.7	8	-5	2	3	3	-1	-2.9	0.6
COc1cc(C2C(C(=O)/C=C/c3ccccc3)=C(O)C(=O)N2c2ccccn2)ccc1O (stereo unspecified)	-0.8	2	-7	-3	8	-1	-9	2.2	0.2

Single records, as listed above.
CC1=C(C(=O)Nc2ccc(Cl)cc2)C(c2cccs2)n2nnnc2N1 (stereo unspecified) reads FadD28 FP inh = -3.2; MazEF act = 5; Rv3671c inh = 5; Mtb FBA inh = -3; GDH-TPI inh = 20; BoNT-F LC inh = -3; PrPC TRFRET = 5; Mtb UGM inh = 0.3; Mtb BioA inh = 1.3
COCCN(C(=O)Nc1ccc(OC)cc1OC)C1CCN(C(C)=O)CC1 reads FadD28 FP inh = -2.7; MazEF act = 0; Rv3671c inh = -8; Mtb FBA inh = 0; GDH-TPI inh = 0; BoNT-F LC inh = 0; PrPC TRFRET = 4; Mtb UGM inh = 1.3; Mtb BioA inh = 0.5
Cc1ccc(S(=O)(=O)N(CC(=O)Nc2cccc(C)c2C)C(=O)N2CCN(C)CC2)cc1 reads FadD28 FP inh = -2.9; MazEF act = 5; Rv3671c inh = x; Mtb FBA inh = -4; GDH-TPI inh = 0; BoNT-F LC inh = 7; PrPC TRFRET = 0; Mtb UGM inh = x; Mtb BioA inh = -1.4

Source: PubChem BioAssay
